# zfTRPN1 agonist = agonists of zebrafish TRPN1 channel; hit rate 0.18% among 220,000; AID 1424; activation, % at 3 µM; HEK293 zebrafish TRPN1-YFP, Fluo-8 calcium fluorescence; 100% = response to 87 µM carbachol;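 active = activation above its plate's cutoff, the mean activation of test wells on that plate plus 3 SD, cut at about 19% in these data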;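 also: 0% = DMSO alone and 100% = 87 µM carbachol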
#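 Material: zebrafish TRPN1-YFP in HEK293 cells. Doses: one dose of 3 µM, 0.3% DMSO. Incubation: dye 1 h 37 °C plus 30 min RT. Measured by: intracellular calcium fluorescence with Fluo-8.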
# EP2 modulator = modulates human prostaglandin E2 receptor EP2 signaling; EP2-expressing cells, cAMP HTRF FRET, PGE2 co-stimulation; induction, % at 25 µM; hit rate 0.83% among 260,000;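 active = compounds whose cAMP rise, as percent of the full-agonist control response, exceeds 60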;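 also: rat C6 glioma line stably carrying human EP2 under a CMV promoter; the protocol text gives 20 µM as final concentration; 100% = response of wells given 1 µM PGE2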
# NPY-Y1 PAM-ag = potentiators or agonists of human neuropeptide Y receptor Y1; P25929; NPY-Y1 expressing cells, potentiator/agonist activation; activation, % at 3.6 µM; hit rate 0.37% among 220,000; AID 1304; in the data active = activation above about 33%, passing the limit was not always enough;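 also: cells stimulated with NPY at EC10 then isoproterenol at EC100; 0% = low agonist plus stimulus and 100% = saturating agonist plus stimulus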
# S1P4 ag = activates the human S1P4 receptor. O95977. activation, % at 4.98 µM. S1P4-expressing cell line, agonist reporter assay. hit rate 0.35% among 220,000; in the data active = activation above about 11%;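 also: 0% = DMSO vehicle and 100% = reference agonist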
# Target sequence (O95977 whole entry, looked up): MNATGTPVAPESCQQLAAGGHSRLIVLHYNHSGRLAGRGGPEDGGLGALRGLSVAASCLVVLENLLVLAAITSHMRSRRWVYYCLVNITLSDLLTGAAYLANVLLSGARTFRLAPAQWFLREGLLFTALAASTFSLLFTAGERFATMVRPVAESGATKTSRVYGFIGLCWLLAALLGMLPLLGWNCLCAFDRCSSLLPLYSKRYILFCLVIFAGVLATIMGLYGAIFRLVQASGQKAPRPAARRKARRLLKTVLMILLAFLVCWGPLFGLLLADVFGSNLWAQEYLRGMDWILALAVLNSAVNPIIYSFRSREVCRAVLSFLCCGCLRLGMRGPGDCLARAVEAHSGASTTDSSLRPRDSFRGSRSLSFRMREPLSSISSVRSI
# S1P4 antagonist = blocks the human S1P4 receptor; S1P4-expressing cells, antagonist mode, reporter read-out; AID 1510; O95977; hit rate 0.26% among 220,000; inhibition, % at 4.98 µM; in the data active = inhibition above about 29%;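 also: 0% = wells stimulated with agonist and 100% = vehicle wells without agonist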
# CHOP inh = CHOP inhibition in unfolded protein response | CHO-K1 CHOP-promoter luciferase, tunicamycin-induced, 15-18 h | inhibition, % at 10 µM | hit rate 3.8% among 220,000 | AID 2732;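 active = compounds that reduced the stress-induced luciferase reporter signal by more than about 70% of percent inhibition, limit read from the data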;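 also: 0% = tunicamycin plus vehicle and 100% = wells without tunicamycin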
# NPY-Y2 PAM-ag = human NPY-Y2 potentiation or agonism, primary screen | hit rate 0.45% among 220,000 | cells expressing NPY-Y2, potentiator/agonist read-out | P49146 | activation, % at 3.6 µM; in the data active = activation above about 27%;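 also: cells stimulated with NPY near EC25 plus isoproterenol at EC100; 0% = vehicle plus submaximal agonist and 100% = vehicle plus saturating agonist; some results beyond the cut were filed as inactive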
# Target sequence (P49146 whole entry, looked up): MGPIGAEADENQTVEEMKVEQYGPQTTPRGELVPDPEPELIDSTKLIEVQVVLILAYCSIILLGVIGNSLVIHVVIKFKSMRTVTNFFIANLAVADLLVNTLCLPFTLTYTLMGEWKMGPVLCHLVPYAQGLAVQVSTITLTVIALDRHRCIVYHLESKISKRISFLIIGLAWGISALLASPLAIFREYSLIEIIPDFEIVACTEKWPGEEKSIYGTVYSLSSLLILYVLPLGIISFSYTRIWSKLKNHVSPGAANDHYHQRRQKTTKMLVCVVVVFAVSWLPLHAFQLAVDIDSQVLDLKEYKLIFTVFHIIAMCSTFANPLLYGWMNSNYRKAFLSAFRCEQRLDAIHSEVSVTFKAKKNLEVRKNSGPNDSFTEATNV
# NPY Y1 blocker = blocks the human neuropeptide Y Y1 receptor. P25929. HEK293-CNG Y1 cells, membrane potential fluorescence; NPY at EC95, then isoproterenol. inhibition, % at 3.6 µM. hit rate 1% among 200,000. AID 1040;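 active = inhibition above the campaign mean inhibition of all tested compounds plus 3 SD, cut at about 20% in these data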;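 also: 0% = DMSO wells given NPY plus isoproterenol and 100% = isoproterenol alone without NPY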
#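 Benchmarks – high control isoproterenol alone, low control NPY with isoproterenol · Material – HEK293 Y1/CNG channel cell line · Times – dye 3 h, compound 60 min room temperature, stimulation 45 min · Probe or stimulus – NPY (25 nM), isoproterenol (1 µM), Ro 20-1724 (25 µM) · Evaluation – % inhibition of NPY effect · Signal – fluorescence, membrane potential probe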
# TRPML3 ag = agonists of human TRPML3 channel; Q8TDD5; HEK293 TRPML3-YFP, Fluo-8 calcium fluorescence; 100% = the carbachol control signal; activation, % at 3 µM; hit rate 0.29% among 220,000; AID 1448;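 active = activation above its plate's cutoff, the mean activation of the plate's test wells plus 3 SD, cut at about 12% in these data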;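 also: 0% = DMSO only wells and 100% = carbachol wells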
#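 Material: HEK293 cells stably carrying human TRPML3-YFP; compound dosing: single dose, 3 µM final nominal compound, 0.3% DMSO final; incubation: 1-h 37 °C dye load, 5-s basal, 120-s post-compound reads; technique: Fluo-8 intracellular calcium fluorescence, excitation 470-495 nm, emission 515-575 nm; read-out basis: percent activation from peak-to-basal fluorescence ratio, scaled between DMSO and carbachol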
# The depositor's hits bear a star; · = no result given; & = joins results of further samples.
no.	Molecule	zfTRPN1 agonist	EP2 modulator	NPY-Y1 PAM-ag	S1P4 ag	S1P4 antagonist	CHOP inh	NPY-Y2 PAM-ag	NPY Y1 blocker	TRPML3 ag
1	O=C(Nc1ccccc1F)c1coc(=O)c(Br)c1	0.4	-31	-3	-0.2	-1	-25	5	3	0.8
2	Cc1ccc(-n2c(COc3cccc(C)c3)n[nH]c2=S)cc1	-0.9	48	2	-0.8	-5	8	-1	3	0.2
3	c1cncc(-c2nnc(C3CCCCC3)o2)c1	0.2	30	14	0.2	3	1	2	6	0.7
4	CC1CCCN(C(=O)Cn2nnc(-c3cccnc3)n2)C1 (configuration not stated)	0.3	12	14	1.5	-3	10	-1	-1	0.3
5	CCCCCCOC(=O)c1ccc(NC(=O)c2cc(OC)c(OC)c(OC)c2Br)cc1	-0.1	-34	-29	-3.9	8	6	-9	11	1.3
6	CS/C(=C\[N+](=O)[O-])Nc1ccc(F)cc1	0.3	25	3	0.3	7	43	-12	-6	0.4
7	CCn1c(NCc2ccccc2NS(=O)(=O)c2ccc(C)cc2)nc2ccccc21	-0.6	-15	5	-0.8	-14	22	-3	3	0.2
8	CC(C)(C)n1cnc2cc(NS(=O)(=O)c3ccccc3)ccc21	-0.2	-16	9	0.4	12	-3	6	-1	-0.1
9	CCOC(=O)CSc1nc(NC#N)nc(N(CC)CC)n1	0.8	-3	-21	1.1	-15	-26	9	4	0.9
10	O=C(CN1C(=O)c2ccccc2S1(=O)=O)N1CCN(c2ccc(F)cc2)CC1	2.5	-2&-20	9	-0.5	0	15	-1	-3	0.6
11	COc1cccc(CNc2ncn[nH]2)c1OCc1ccccc1F	-0.2	-5	6	0.2	0	16	8	-7	0.4
12	CCC(CC)C(=O)N1CCCC(c2nc(-c3cccs3)no2)C1 (configuration not stated)	0.8	44	6	1.3	6	0	-3	5	0.3
13	CS(=O)(=O)N1CCN(C(=O)NC23CC4CC(CC(C4)C2)C3)CC1	0.1	24	12	-1.7	0	-6	-3	4	0.1
14	CCN(Cc1ccccc1)C(=O)CSc1nc(C)cc2c1C(=O)OC2	0.3	-7	5	0.8	-15	40	10	2	0.0
15	O=C(NCc1ccccc1)C(=O)Nc1nccs1	-2.7	-8	-2	-1.1	-5	-22	-2	1	0.3
16	Cc1nc2c(C)cccc2c2c1COC2	-0.6	-3	4	0.7	-5	13	-5	·	0.4
17	FC(F)(F)c1cccc(CNC(=S)Nc2ccccc2)c1	5.2	-64	-5	-0.2	8	11	4	0	2.8
18	COCCCNc1nc2nonc2nc1N1CCN(C2CCCC2)CC1	-0.5	16	2	1.9	-21	19	6	-3	0.6
19	CN(C)c1ccc(C(=O)OCC(=O)NC2CCCCC2)cc1	1.0	2	-19	1.2	0	32	0	15	0.3
20	CN(C)S(=O)(=O)c1cccc(NC(=O)COc2nc3ccccc3nc2N2CCOCC2)c1	-0.3	-5	-11	-1.5	-3	-3	-4	5	0.4
21	CCOC(=O)c1ccc(NC(=O)Nc2ccn(C)n2)cc1	0.4	-35	12	-2.6	-11	-22	-6	-7	2.0
22	O=C(Nc1ccccc1F)Nc1ccccc1F	3.0	-28	18	2.1	-12	12	19	-7	1.9
23	CCS(=O)(=O)N1CCCC(C(=O)NCCCN(C)Cc2ccccc2)C1 (configuration not stated)	0.9	8	-9	0.2	-12	19	-8	-1	-0.1
24	CC1CC(C)CN(c2cc(=O)n(Cc3ccc(F)cc3)c(=O)[nH]2)C1 (configuration not stated)	0.3	9	-6	-0.8	-6	49	4	3	0.1
25	CCOCC(=O)Nc1cc(C(=O)OC)ccc1C(=O)OC	1.0	11	-9	1.1	-4	-16	2	-3	0.5
26	Cc1ccc(-c2nn3c(C)nnc3c3ccccc23)cc1S(=O)(=O)NCc1ccccc1	0.6	2	-12	-2.3	1	26	-15	2	-0.4
27	CC1(C)Cc2c(sc(NC(=O)COc3cccc4ccccc34)c2C#N)C(C)(C)N1	-1.2	-26	-47	-1.1	3	17	-42	·	0.5
28	CCc1c(C)[nH]n(-c2ccc(Oc3ccccc3)c(S(=O)(=O)O)c2)c1=O	-0.3	7	2	1.3	-17	3	2	0	0.0
29	O=c1[nH]c(SCc2n[nH]c(=S)n2-c2ccccc2)nc2sc3c(c12)CCC3	-0.6	7	-23	3.4	12	19	-19	3	0.2
30	CSc1ncccc1C(=O)OCC(=O)Nc1cc(C(F)(F)F)ccc1N1CCOCC1	0.1	26	-12	-1.4	-4	71*	9	6	0.0
31	CCOC(=O)COc1c(Cl)cc(C2NC(=S)NC(c3ccccc3)=C2C(C)=O)cc1OC (configuration not stated)	1.7	-2	14	-0.3	-24	5	6	5	1.3
32	c1ccc(Oc2nc(-c3ccccn3)nc3ccccc23)cc1	-0.7	23	-24	-1.9	-6	-32	-2	·	0.4
33	CCN1CCN(C(=O)NCc2ccccc2)CC1	1.2	3&6	-15	1.7	-8	-17	-15	·	0.5
34	O=C1c2ccccc2C(O)(c2ccccc2)N1c1ccncc1 (configuration not stated)	-1.9	12	4	-0.2	-10	2	-7	·	-1.0
35	Cc1cc(NC(=O)c2ccc3c(c2)OCCO3)ccc1NC(=O)c1cc2ccccc2o1	2.1	-38	7	1.6	-2	24	6	-3	0.3
36	O=S(=O)(c1ccc(NC(=S)NCc2ccco2)cc1)N1CCCCC1	7.4	-19	24	1.7	7	-1	16	·	2.8
37	O=C(NCCN1CCOCC1)c1ccc(N2CCCC2)c([N+](=O)[O-])c1	-0.5	6	19	-1.4	-22	5	0	5	0.6
38	CCN(CC)c1nc(N)nc(NS(=O)(=O)c2ccc(Cl)cc2)n1	-0.1	2	17	0.6	6	·	12	-3	-1.8
39	CCCS(=O)(=O)NCCc1csc(-c2ccc(OC)c(OC)c2)n1	1.8	6	-6	2.2	-13	4	-2	·	0.3
40	COc1ccc(-c2nc(CSCC(=O)NC3CCCc4ccccc43)c(C)o2)cc1 (configuration not stated)	-1.4	7	-21	3.8	15	32	-33	9	-0.3
41	Cc1cc(N/C=C/C(=O)c2ccc(Br)cc2)no1	-0.3	-7	-7	-0.2	1	10	10	-1	0.3
42	O=C(NC1CCCCC1)C1CCCN(S(=O)(=O)c2ccc(Br)s2)C1 (configuration not stated)	1.7	12	0	1.7	-10	57	0	-5	0.7
43	O=C1C(Nc2ccccc2)=CC(c2ccc(O)cc2)N1c1ccccc1 (configuration not stated)	-0.1	-1	12	-0.1	1	12	11	·	-0.5
44	O=S(=O)(c1ccc(Sc2nnc3ccccn23)nc1)N1CCOCC1	1.7	12	-9	1.2	-12	30	3	-2	0.2
45	COc1ccc(S(=O)(=O)Nc2ccccc2Cl)cc1NC(C)=O	0.1	-10	18	0.2	-12	-7	4	1	0.5
46	CC(O)C(NS(=O)(=O)c1ccc(Cl)cc1)C(=O)OCc1cc([N+](=O)[O-])cc2c1OCOC2 (configuration not stated)	-0.8	29	22	1.0	-36	26	18	-4	1.2
47	CCN1CC2([N+](=O)[O-])C=CC(=O)C([N+](=O)[O-])(C1)C2CC(=O)c1ccccc1 (configuration not stated)	0.1	21	8	-5.8	-13	-16	-1	5	0.6
48	CN(Cc1ccccc1)C(=O)c1nc2ccccn2c1CNCCOc1cccnc1	0.9	-2	16	0.5	-17	-10	1	1	0.8
49	CCOc1ncccc1C(=O)Nc1ccc(F)cc1	-1.6	19	-4	-0.4	-2	38	-1	3	0.1
50	CCOC(=O)c1c(C)[nH]c(C(=O)OCC(=O)N2CCc3ccccc32)c1C	0.4	-17	-25	0.4	-13	17	-25	5	0.8
51	CCCSc1nnc(NC(=O)Nc2ccc(F)cc2)s1	5.1	-6	14	61*	-3	69	6	-6	1.7
52	COc1ccc(C2Nc3ccccc3C(=O)N2c2ccc(C)cc2)cc1Cn1cc([N+](=O)[O-])cn1 (configuration not stated)	0.1	26	-27	0.9	-12	10	-40	8	-0.3
53	NC(=O)C1CCN(CC(=O)Nc2cccc(C(=O)Nc3cccc(C(F)(F)F)c3)c2)CC1	0.0	1	33	0.6	-4	-9	41*	0	1.2
54	CCCOC(=O)C1C2C=C[C@]3(CN(CCc4ccccc4)C(=O)[C@H]13)O2 (some centres not stated)	1.8	23	-1	1.3	7	-7	-20	4	0.4
55	COc1ccc(C(=O)/C=C/NCc2ccc(C)cc2)cc1	0.4	·	-7	-1.3	-25	·	0	6	0.6
56	CSc1sc(C(=O)NCC2CC2)c(-c2cccs2)c1C#N	-0.9	12	7	1.8	0	-4	2	·	-1.2
57	CCCCNc1ccc(S(N)(=O)=O)cc1[N+](=O)[O-]	-1.3	15	-12	0.2	-12	31	11	-1	0.2
58	COc1ccc(-c2nnc(SCC(=O)NC(C)c3ccccc3)o2)cc1 (configuration not stated)	0.0	-6	-8	2.3	-14	25	-12	2	-0.5
59	S=C1NCCNC(=S)NCCOCCOCCN1	0.2	34	-1	0.4	-9	7	-9	2	0.9
60	O=C(CCSc1ccccc1)NCc1cccnc1	-0.9	-21	-6	11*	-8	-3	-19	2	-1.4

# (cont.)
no.	Molecule	zfTRPN1 agonist	EP2 modulator	NPY-Y1 PAM-ag	S1P4 ag	S1P4 antagonist	CHOP inh	NPY-Y2 PAM-ag	NPY Y1 blocker	TRPML3 ag
61	Cc1cccc(-n2nc([N+](=O)[O-])c(=NC3CCN(Cc4ccccc4)CC3)n2O)c1	0.6	-5	17	1.5	-13	26	0	4	0.9
62	Cc1cc(=O)[nH]c(SCn2nnc3ccccc3c2=O)n1	2.5	7	-1	1.2	-13	13	3	5	1.1
63	O=C(Nc1ccccn1)C1CCN(S(=O)(=O)c2cccs2)CC1	2.6	7	5	0.1	-14	20	4	0	2.1
64	Cc1ccc(S(=O)(=O)Nc2ccc(NC(=O)c3c(F)c(F)c(F)c(F)c3F)cc2)cc1	27*	-75	38	-2.3	-10	47	35*	-5	5.1
65	Cc1ccc(OCC(=O)Nc2ccc3c(c2)nc2n3CCOC2)cc1	1.9	-41	5	0.3	-3	-14	-11	-2	0.5
66	CCSc1nnc(NC(=O)C2CC=CCC2C(=O)O)s1 (configuration not stated)	-0.9	29	3	2.6	-7	-17	-5	-2	0.3
67	N/C(=N\OCc1ccc([N+](=O)[O-])cc1)c1ccncc1	0.4	20	-6	3.2	-17	-4	1	2	0.7
68	O=C(O)CCN1/C(=C/C=Nc2ccccc2)Oc2ccccc21	1.3	14	14	0.9	-14	8	2	-3	0.8
69	Cn1c(=O)c2c(nc(N/N=C/c3ccc(OC(=O)c4ccco4)cc3)n2Cc2ccccc2Cl)n(C)c1=O	-0.1	-3	-11	2.6	-31	35	15	3	0.6
70	CSc1ccccc1NC(=O)CN(C)CC(=O)Nc1c(F)cccc1F	0.3	36	-16	0.4	-20	1	6	2	0.4

# Bioassay records as filed in PubChem.
